Bioassay records (PubChem BioAssay)
TPT1 inh – inhibitors of Candida albicans tRNA 2'-phosphotransferase TPT1; recombinant caTPT1, FP RNA substrate dephosphorylation; inhibition, % at 5 µM; actives 0.81% (n = 300,000);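 active = inhibition above the mean of all tested compounds plus 3 SD, set per screening campaign, cut at about 24% in these data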;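 note: plate controls were DMSO alone for no effect and ferristatin control at 100 nM for full effect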
JMJD2C inh – human JMJD2C demethylase inhibition | Q9H3R0 | GST-JMJD2C(1-420) H3K9me3 demethylation, DELFIA europium | inhibition, % at 2.35 µM | actives 0.069% (n = 330,000) | AID 2099;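 active = more than half of a compound's replicate wells show inhibition beyond 50%, single wells judged on their own value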;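 note: signal counts dimethyl H3K9 product captured on neutravidin plate; 0% = median of DMSO wells and 100% = 0.3 times that DMSO median; strong numbers were not always called active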
Target sequence (Q9H3R0 1-420 limits assumed): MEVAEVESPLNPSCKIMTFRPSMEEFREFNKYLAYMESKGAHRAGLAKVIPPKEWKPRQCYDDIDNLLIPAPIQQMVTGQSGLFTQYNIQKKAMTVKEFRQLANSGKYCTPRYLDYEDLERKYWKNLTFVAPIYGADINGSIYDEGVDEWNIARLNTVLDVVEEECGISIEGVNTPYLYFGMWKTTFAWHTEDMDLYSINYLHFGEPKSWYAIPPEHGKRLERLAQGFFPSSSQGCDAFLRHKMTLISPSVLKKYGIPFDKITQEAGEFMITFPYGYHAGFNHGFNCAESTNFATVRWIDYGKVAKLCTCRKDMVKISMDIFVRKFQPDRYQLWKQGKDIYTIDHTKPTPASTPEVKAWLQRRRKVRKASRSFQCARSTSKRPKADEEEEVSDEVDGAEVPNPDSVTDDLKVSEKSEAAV
PP5 primary – blocks human protein phosphatase 5 activity | P53041 | purified PP5c, OMFP substrate fluorescence | inhibition, % at 6.7 µM | actives 0.18% (n = 320,000) | AID 1987;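 active = inhibition above the campaign's mean inhibition across all tested compounds plus 3 SD, cut at about 9.5% in these data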;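 note: 0% = DMSO only and 100% = 100 µM cantharidin control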
PP1 counter – counter-screen for PP5 inhibitors: inhibitors of human PP1-alpha. actives 0.9% (n = 320,000). AID 2235. inhibition, % at 6.7 µM. purified PP1alpha, OMFP fluorescence;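 active = inhibition above the mean inhibition of all tested compounds plus 3 SD, computed separately for each screening campaign, cut at about 15% in these data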
Target sequence (P62136 whole entry, looked up): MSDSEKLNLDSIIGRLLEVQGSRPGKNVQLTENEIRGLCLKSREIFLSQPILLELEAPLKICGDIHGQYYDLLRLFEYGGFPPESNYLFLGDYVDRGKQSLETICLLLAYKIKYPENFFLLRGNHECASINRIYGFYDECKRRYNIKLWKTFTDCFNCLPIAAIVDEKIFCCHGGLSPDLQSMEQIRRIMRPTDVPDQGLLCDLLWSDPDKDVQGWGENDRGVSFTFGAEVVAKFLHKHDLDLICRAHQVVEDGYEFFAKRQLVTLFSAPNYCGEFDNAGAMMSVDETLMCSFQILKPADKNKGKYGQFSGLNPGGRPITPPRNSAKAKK
Efflux pump inh – blocks antifungal efflux pumps in multiplex yeast assay; inhibition, % at 10 µM; S. cerevisiae Candida pump triplex, Nile Red efflux; AID 485275; actives 0.44% (n = 330,000);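 active = plate passing quality check with inhibition over a set limit, or well fluorescence over plate mean plus 4 SD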;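 note: Nile Red retained in pooled yeast measured as flow cytometry median fluorescence; 0% = buffer negative control and 100% = Enniatin B positive control; higher means more Nile Red kept so more efflux inhibition; some compounds called inactive have numbers as strong as hits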
core dimer inh – HCV core protein dimerization inhibition; AID 1899; actives 0.33% (n = 300,000); TR-FRET GST/Flag-core106 dimerization, 1536-well; inhibition, % at 5 µM;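 active = inhibition above the mean of all tested compounds plus 3 SD, set per screening campaign, cut at about 45% in these data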
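Material: GST/Flag-tagged HCV core106 proteins. Incubation: 4 h, 22.5 °C incubation. Read-out basis: inhibition (%) from 671 over 617 nm ratio. Measured by: TR-FRET, excitation 340 nm, emission 617 and 671 nm.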
LYPLA2 counter – counter-screen for PME1 inhibitors: inhibitors of human LYPLA2 | O95372 | recombinant LYPLA2, FP-Rh probe fluorescence polarization | inhibition, % at 5.9 µM | actives 0.38% (n = 320,000) | AID 2177;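 active = inhibition above the screen-wide mean plus 3 SD, limit set per campaign, cut at about 26% in these data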;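 note: 0% = LYPLA2 with DMSO and 100% = wells lacking LYPLA2 enzyme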
Target sequence (O95372 whole entry, looked up): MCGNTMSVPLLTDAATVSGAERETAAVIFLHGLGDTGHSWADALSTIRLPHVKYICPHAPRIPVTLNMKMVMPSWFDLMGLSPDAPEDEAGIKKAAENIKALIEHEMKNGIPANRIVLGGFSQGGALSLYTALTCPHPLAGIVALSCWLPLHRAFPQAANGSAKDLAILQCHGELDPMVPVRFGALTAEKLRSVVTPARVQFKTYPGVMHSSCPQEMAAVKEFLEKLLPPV
PREPL inhibitor – inhibitors of human prolyl oligopeptidase-like enzyme PREPL. Q4J6C6. recombinant PREPL, fluorescence polarization activity-based probe. inhibition, % at 5.96 µM. actives 0.68% (n = 320,000). AID 2751; in the data active = inhibition above about 43%;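 note: 0% = enzyme with DMSO and 100% = wells lacking enzyme; many of its hits are not listed in these tables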
Fh CTSL1 inh – counter-screen for PFM18AAP inhibitors: inhibitors of F. hepatica cathepsin L1; recombinant F. hepatica cathepsin L1, Z-Leu-Arg-MCA fluorescence; inhibition, % at 5.96 µM; actives 0.49% (n = 300,000); AID 1906;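 active = inhibition above the mean of all tested compounds plus 3 SD, set per screening campaign, cut at about 17% in these data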;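 note: 0% = plate median of test compound wells and 100% = 1 µM Z-Phe-Ala-diazomethylketone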
* = called active by the depositor; nt = not tested or not shown. An excerpt; rates above refer to the full screens.

SMILES	TPT1 inh	JMJD2C inh	PP5 primary	PP1 counter	Efflux pump inh	core dimer inh	LYPLA2 counter	PREPL inhibitor	Fh CTSL1 inh
COc1ccc(-c2nnc(SCC(=O)c3cccs3)o2)c(OC)c1	0	5	2.9	2	0.1	-16	7	-5	3
Cc1onc(-c2ccccc2)c1C(=O)OCC(=O)Nc1ccc(OC(F)(F)F)cc1	nt	-7	9.7*	14	-0.5	nt	-18	20	nt
COc1ccc(NC(=O)c2ccc(CNc3c(NC4CCCCC4)c(=O)c3=O)cc2)cc1OC	-4	1	2.2	12	0.1	6	8	-3	-3
Cn1ccnc1SCC(=O)c1ccc(Br)cc1	0	5	1.9	-3	-0.1	5	1	9	2
CNC(=S)N(CCc1c(C)[nH]c2ccc(OC)cc12)Cc1cc(OC)c(OC)c(OC)c1	-3	13	3.1	-4	0.1	-2	-3	8	-3
CCOc1ccc(N2C(=O)c3ccc(C(=O)OCC(=O)N(CC)C4CCS(=O)(=O)C4)cc3C2=O)cc1 (configuration not stated)	-1	23	-0.6	2	0.2	5	-5	14	2
COc1ccccc1OCC(=O)NCc1ccco1	0	9	5.0	-2	0.1	-5	-7	-3	-1
Cc1cccc(N2CCN(C(=O)Cn3sc4nc(C)cc(C)c4c3=O)CC2C)c1 (configuration not stated)	25*	8	2.2	-5	0.1	-4	3	3	0
O=C(OCC(=O)c1c[nH]c2ccccc12)C1=COCCO1	2	2	1.0	2	0.1	0	3	0	-6
C=CCNC(=O)C(=O)NCC1CCCN1CC (configuration not stated)	-1	-8	-1.5	0	-0.1	0	-4	-5	0
CCC(c1nnc(SCC(=O)Nc2cccc(S(N)(=O)=O)c2)n1Cc1ccccc1)N(C)C (configuration not stated)	-5	-6	1.1	-6	0.0	1	-3	1	3
CC(C)C1Cc2c(sc3ncnc(NN)c23)CO1 (configuration not stated)	0	3	1.9	-1	-0.1	9	9	0	-1

Continued; it opens with the 2 that closed the last part.
SMILES	TPT1 inh	JMJD2C inh	PP5 primary	PP1 counter	Efflux pump inh	core dimer inh	LYPLA2 counter	PREPL inhibitor	Fh CTSL1 inh
CCC(c1nnc(SCC(=O)Nc2cccc(S(N)(=O)=O)c2)n1Cc1ccccc1)N(C)C (configuration not stated)	-5	-6	1.1	-6	0.0	1	-3	1	3
CC(C)C1Cc2c(sc3ncnc(NN)c23)CO1 (configuration not stated)	0	3	1.9	-1	-0.1	9	9	0	-1
Fc1cccc(Cc2noc(CN3CCN(C4CCc5ccccc5C4)CC3)n2)c1 (configuration not stated)	-2	-9	1.6	-2	0.2	5	13	0	-2
COc1cc(O)cc(O)c1C(=O)/C=C/c1ccccc1	2	6	3.7	-3	-0.1	4	6	-5	3
CCOC(=O)N1CCC(NCCNC(=O)c2cccs2)CC1	-3	1	2.7	0	0.1	-8	8	-3	-2
Cc1cccc(CCNS(=O)(=O)c2ccc3c(c2)NC(=O)CO3)c1	-1	23	1.0	0	-0.2	2	5	-13	0
Cc1ccc(NC(=O)COC(=O)Cn2ccc(C(F)(F)F)n2)cc1Cl	nt	nt	1.9	-3	-0.1	nt	3	15	nt
CC(=O)Nc1ccc(NC(=O)CSc2nc3nc(C)cc(C)c3c(=O)[nH]2)cc1	-3	2	3.9	-2	-0.1	-6	2	-3	-3
Cc1cccc(OCCCCCn2ccnc2)c1C	2	3	-0.3	4	0.1	5	9	9	-1
O=C(NCc1ccco1)c1cccnc1-c1nc2ccccc2s1	1	-1	0.5	0	-0.1	1	1	6	-2
Cc1ccccc1NC(=S)N(Cc1cccs1)C1CCCCC1	-4	1	1.4	-1	0.0	2	7	26	2
Cc1oc(-c2ccc(Cl)cc2)nc1CN1CCC(C(=O)N2CCc3ccccc3C2)CC1	2	-3	-0.8	3	0.1	0	-2	25	5
CCOC(=O)C(=O)NCC(c1cccs1)S(=O)(=O)c1ccc(F)cc1 (configuration not stated)	5	-16	-0.8	-5	0.0	0	0	-2	2
O=C(CSc1nnc(COc2ccccc2F)n1-c1ccccc1)NC1CCS(=O)(=O)C1 (configuration not stated)	15	20	0.6	-9	0.1	-10	-12	-20	-5
O=C(NCc1ccco1)C1CCC(CNS(=O)(=O)c2cccc3cccnc23)CC1 (configuration not stated)	-1	3	3.0	-3	0.2	3	3	-2	-3
CCC(C)NC(=O)C1CCN(S(=O)(=O)c2ccc(Br)s2)CC1 (configuration not stated)	-2	10	3.5	6	0.2	-6	-3	-3	-3
COc1ccc(OCCn2cc(/C=N/NC(=O)c3ccncc3)c3ccccc32)cc1	-1	-14	3.7	1	-0.1	1	39*	35	3
O=C(NCCc1ccc2c(c1)OCCO2)c1cccc(F)c1	-3	1	-4.0	-5	0.0	4	-6	0	-5
NS(=O)(=O)c1ccc(NC(=O)CSc2ncn[nH]2)cc1	-1	-7	2.1	1	0.0	-7	2	-10	-6
CC(=S)/C=C1\Sc2ccccc2N1C	1	1	-0.9	2	0.0	-1	-2	24	5
O=C(NCCc1ccccc1)c1ccc(CS(=O)(=O)c2ccc(Cl)cc2)o1	1	6	0.2	-1	-0.1	-5	0	-16	-1
COC(=O)c1ccc(/C=C/C(=O)c2ccc(OC)cc2)cc1	2	6	2.3	-3	0.2	5	3	-11	1
COc1ccc(C(=O)NC(=S)Nc2ccc(CN3CCOCC3)cc2)cc1Cl	-2	4	0.5	-2	-0.1	-2	60*	-13	-1
O=C(Nc1ccc2oc(-c3ccccc3)nc2c1)c1ccncc1	-3	0	2.3	2	-0.1	3	1	-6	0
NC(=O)c1ccc(OCC(F)(F)C(F)(F)C(F)(F)C(F)(F)C(F)(F)C(F)F)cc1	0	13	4.9	5	0.0	-3	5	3	1
Cc1ccc(CNC(=O)CN2C(=O)NC(C)(c3ccccc3Cl)C2=O)cc1 (configuration not stated)	4	-2	1.1	2	0.2	2	-3	1	2
CCn1cc2nc(SCC(=O)Nc3ccc(OC)cc3OC)n(Cc3ccc(OC)cc3)c(=O)c2n1	2	-11	0.5	2	0.0	14	0	-1	-1
CCOC(=O)N1CCC(NC(=O)c2ccc3c(c2)N(Cc2ccccc2)CCS3)CC1	1	2	1.6	-4	0.6	10	6	21	-2
Cc1ccc(C)c(NC(=O)CN2C(=O)NC(C)(c3ccc4c(c3)OCCO4)C2=O)c1 (configuration not stated)	nt	22	-1.7	-4	-0.1	nt	1	4	nt
Cc1nc2ccc(S(=O)(=O)c3ccc4nc(C)[nH]c4c3)cc2[nH]1	1	9	1.9	-4	0.2	3	-1	-16	0
Cc1ccc(-c2noc(CN(C(=O)c3cccs3)C(C)C)n2)cc1	0	15	4.3	1	0.0	5	-4	-6	-2
COC(=O)c1cc2c(ccn2-c2ccc(F)cc2)n1C(C)C	-7	11	-0.2	-2	0.0	1	5	0	0
COc1c(N2CCN(C(=S)Nc3ccccc3F)C(C)C2)c(F)cc2c(=O)c(C(=O)O)cn(C3CC3)c12 (configuration not stated)	0	-12	3.1	9	0.0	3	1	8	1
CCCCCOc1ccc(/C=N/NC(=O)c2nnn(-c3nonc3N)c2CN2CCCCCC2)cc1	3	-2	-0.6	-5	0.0	-2	-3	0	1
O=[N+]([O-])c1cccc2c(N3CCCC3)ccnc12	3	9	-1.7	-3	0.0	-4	-2	1	2
O=C(N/N=C/c1ccc(F)cc1)c1cccc(NC(=O)c2ccc(F)cc2)c1	-2	-13	2.9	3	0.3	0	-27	13	2
Cc1ccc(S(=O)(=O)NCC(=O)OCC(=O)NCc2ccc(F)cc2)cc1	-1	8	-0.6	-4	0.0	1	-2	-1	-37
N#CCCN(C(=O)COC(=O)c1cccc(S(=O)(=O)Nc2ccc([N+](=O)[O-])cc2)c1)c1ccccc1	0	-17	1.9	-1	0.7	14	-5	-5	-2
CCOC(=O)c1c(NC(=O)CN2CCCCC2)sc2c1CCC(C=O)=C2Cl	0	-21	0.1	-2	0.0	3	5	9	-4
Cc1cc(C)c2nc(NC(=O)C3CCCO3)sc2c1 (configuration not stated)	-2	-5	0.7	-4	0.0	-2	-2	6	-1
COc1ccccc1C(=O)NNC(=O)C(=O)Nc1ccc(C)c(Cl)c1	-4	3	0.9	4	-0.2	-3	6	24	-1
CCC(C)Nc1c([N+](=O)[O-])cc(C)cc1[N+](=O)[O-] (configuration not stated)	-2	-5	1.3	-4	0.0	-1	1	5	-2
CN(CC(=O)Nc1ccccc1C(F)(F)F)C(=O)COc1cccnc1[N+](=O)[O-]	-3	5	-0.9	0	0.0	-6	-1	-1	-4
Cc1nc(-c2cccc(NC(=O)c3ccc(-n4nccc4C)cc3)c2)cs1	nt	nt	2.9	-1	0.3	nt	-11	3	nt
CCn1c(CC(=O)Nc2ccc(C)c(Cl)c2)nnc1SCC(=O)Nc1nc(C)cs1	-5	-6	0.2	4	-0.1	0	-12	6	0
O=C(CCc1n[nH]c(=O)[nH]c1=O)N1CCOCC1	1	8	1.8	-2	0.4	6	5	-5	-5
O=C(Nc1ccccc1)NC1CCN(Cc2c(F)cccc2Cl)CC1	-3	3	0.3	10	0.0	-7	-6	9	6
COc1ccc(-n2ncc3c(Nc4cccc(C)c4)ncnc32)cc1	-1	-2	2.1	3	-0.3	1	9	-3	1
COc1ccc(CCNC(=O)Cn2c(-c3nonc3N)nc3ccccc32)cc1OC	7	3	-2.0	-2	-0.2	4	0	4	3
CCOC(=O)c1cccc(S(=O)(=O)N(CCO)Cc2cc3cc(OC)c(OC)cc3[nH]c2=O)c1	-4	-28	1.7	0	0.0	0	-2	-5	0
CCOC(=O)c1nn(-c2cccc(Cl)c2)c(C)c1C(C)=O	0	-16	-0.2	-2	0.3	3	1	13	0
O=C(COc1ccc([N+](=O)[O-])cc1)Nc1ccccc1C(=O)NC1CC1	-3	3	-0.7	-2	-0.1	-9	4	24	0
O=C1CCCCCCC1Sc1ccccc1[N+](=O)[O-] (configuration not stated)	-2	2	3.2	-3	0.1	-4	1	-3	-2
CC(=C/c1ccccc1)/C=N/NC(=O)c1cnccn1	-1	-4	1.9	-4	0.0	-1	-6	-6	10
CC(=O)C1C(c2ccc(Cl)cc2)c2c(n[nH]c2C)CC1(C)O (configuration not stated)	-2	-9	-2.8	11	-0.1	0	4	-7	4
CCS(=O)(=O)Nc1ccc(Cc2ccc(NS(=O)(=O)CC)cc2)cc1	3	20	0.6	-11	-0.1	-2	-1	-2	6
CCOC(=O)C(CCSC)Nc1nc(Cl)nc(Nc2ccc(Cl)cc2)n1 (configuration not stated)	-6	-4	2.9	0	-0.1	16	-19	3	-3
Cc1onc(-c2ccccc2Cl)c1C(=O)NCc1ccc2c(c1)cc(C)n2C	-30	6	4.5	8	0.4	-49	22	30	-1
CCN(CC)c1ccc(Nc2nc(N3CCOCC3)c3ccccc3n2)cc1	0	-4	3.8	7	-0.1	-17	5	36	0
Cc1cccc(C)c1OCC(=O)N1CC2(C)CC1CC(C)(C)C2 (configuration not stated)	1	7	-5.3	3	0.0	0	10	8	5
CCOc1ccc(Br)cc1S(=O)(=O)Nc1cccc(S(=O)(=O)N(C)C)c1	-4	-5	1.0	-1	0.1	8	1	1	0

Look-ups from the results shown.
Efflux pump inh, O=C1CCCCCCC1Sc1ccccc1[N+](=O)[O-] (configuration not stated) reads 0.1
Fh CTSL1 inh, CCN(CC)c1ccc(Nc2nc(N3CCOCC3)c3ccccc3n2)cc1 reads 0
core dimer inh, Cc1onc(-c2ccccc2Cl)c1C(=O)NCc1ccc2c(c1)cc(C)n2C reads -49
